Bim-Bcl-2 – human Bim-Bcl-2 interaction inhibition | P10415 | Bead-based flow cytometry, Bim peptide-Bcl-2 binding | inhibition, % at 10 µM | 190,000 compounds, 0.06% hits; in the data active means inhibition above about 40%; inconclusive means no clear call, values can overlap the other calls;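 further: 0% = no compound wells with probe peptide and 100% = reference peptide inhibitor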
Target sequence (P10415 whole entry, looked up): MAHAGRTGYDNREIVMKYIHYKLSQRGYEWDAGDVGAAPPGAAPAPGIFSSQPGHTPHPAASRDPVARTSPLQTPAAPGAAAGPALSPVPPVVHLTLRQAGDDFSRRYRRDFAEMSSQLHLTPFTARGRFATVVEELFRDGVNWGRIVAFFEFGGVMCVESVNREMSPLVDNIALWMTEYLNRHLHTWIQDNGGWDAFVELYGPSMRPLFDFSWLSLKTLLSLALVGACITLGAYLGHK
Bcl-W Bim block – inhibitors of Bim-Bcl-W interaction, human. AID 952. 190,000 compounds, 0.02% hits. Q92843. bead-based flow cytometry, Bim peptide-Bcl-W binding. inhibition, % at 10 µM;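 further: 0% = bound tracer without compound and 100% = peptide blocker; higher means less fluorescent Bim peptide bound to Bcl-W beads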
Target sequence (Q92843 whole entry, looked up): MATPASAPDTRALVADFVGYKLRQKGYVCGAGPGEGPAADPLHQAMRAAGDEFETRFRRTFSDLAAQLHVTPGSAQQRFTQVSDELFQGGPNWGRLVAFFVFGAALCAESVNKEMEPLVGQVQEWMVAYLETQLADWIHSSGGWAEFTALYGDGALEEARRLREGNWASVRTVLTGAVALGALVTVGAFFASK
Bcl-XL Bim block – human Bim-Bcl-XL interaction inhibition; Bim peptide-Bcl-XL binding, bead flow cytometry, fluorescence; 190,000 compounds, 0.04% hits; inhibition, % at 10 µM
Bim-Bfl-1 – inhibitors of Bim-Bfl-1 interaction, human | AID 1008 | Q16548 | Bead-based flow cytometry, Bim-Bfl-1 binding inhibition | inhibition, % at 10 µM | 190,000 compounds, 0.12% hits;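 further: 0% = wells without compound plus tracer and 100% = blocker peptide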
RGS8-Gao reg – human RGS8-Galphao interaction regulation; P09471; 220,000 compounds, 0.34% hits; multiplexed bead flow cytometry, RGS8-Galphao binding; actives lie on both sides; response (percent of control binding), % at 10 µM; in the data active means response below about 60% or above about 140%; inactive means in between;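 further: Galphao activated as the GDP aluminium fluoride complex binding bead-coupled RGS8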
Bim-Bcl-B – disrupts Bim peptide binding to human Bcl-B; Q9HD36; bead-based flow cytometry; inhibition, % at 10 µM; 190,000 compounds, 0.073% hits;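 further: 0% = tracer peptide without compound and 100% = reference inhibitor peptide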
Mcl1 Bid PPI – disrupts binding of human Mcl-1 to Bid peptide. Q07820. TR-FRET Mcl-1/Bid-Dy647 peptide binding, 1536-well. inhibition, % at 21.7 µM. 220,000 compounds, 0.97% hits. AID 1021;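 active means compounds that cut the binding signal by more than half at the single screening dose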;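 further: His-tagged Mcl-1 with europium anti-His antibody binding Bid BH3 peptide; 0% = Mcl-1 plus peptide wells and 100% = peptide-only wells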
Target sequence (Q07820 whole entry, looked up): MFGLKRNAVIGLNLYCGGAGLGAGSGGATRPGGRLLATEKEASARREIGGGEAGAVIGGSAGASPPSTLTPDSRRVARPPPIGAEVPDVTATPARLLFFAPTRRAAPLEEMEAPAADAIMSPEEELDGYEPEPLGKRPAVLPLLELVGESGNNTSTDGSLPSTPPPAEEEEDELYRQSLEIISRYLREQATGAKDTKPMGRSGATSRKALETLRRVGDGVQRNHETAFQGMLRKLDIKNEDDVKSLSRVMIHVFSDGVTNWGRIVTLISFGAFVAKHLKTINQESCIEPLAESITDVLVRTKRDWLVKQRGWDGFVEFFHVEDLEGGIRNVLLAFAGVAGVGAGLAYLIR
GSH bead fluor – GSH bead compound fluorescence profile; GSH beads flow cytometry, compound fluorescence 488/530 nm; stronger effect = higher value; fluorescence (KMESF) at 10 µM; 190,000 compounds, 0.25% hits; in the data active means fluorescence above about 89;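 further: glutathione beads carrying GST-tagged Bcl family fusion proteins plus one bare bead set; values are compound well signal with DMSO vehicle wells as background; inactives centre near 16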
RGS4-Gao reg – modulates binding of RGS4 to human Galphao; Multiplexed bead flow cytometry; actives lie on both sides; binding response (% of control), % at 10 µM; 220,000 compounds, 0.33% hits; AID 1415; in the data active means binding response below about 49% or above about 150%; inactive means in between;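 further: fluorescent Galphao activated with aluminum fluoride binding bead-coupled RGS4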
Bim-Mcl-1 – disrupts Bim peptide binding to human Mcl-1; AID 1009; Bead-based flow cytometry, Bim peptide-Mcl-1 binding; Q07820; 190,000 compounds, 0.1% hits; inhibition, % at 10 µM;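 further: 0% = no compound tracer wells and 100% = peptide blocker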
RGS7-Gao reg – modulates binding of RGS7 to human Galphao; 220,000 compounds, 0.35% hits; binding response (% of control), % at 10 µM; Multiplexed bead flow cytometry; actives lie on both sides; in the data active means binding response below about 49% or above about 150%; inconclusive means no clear call, values can overlap the other calls; inactive means in between;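 further: fluorescent Galphao held in activated GDP-AlF4 state binding bead-coupled RGS7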
Active calls of the source: *; ? = inconclusive; nt = not tested or not shown. Unless noted, no stated cut-off is given here; in the data, active means inhibition above about 40%.

SMILES	Bim-Bcl-2	Bcl-W Bim block	Bcl-XL Bim block	Bim-Bfl-1	RGS8-Gao reg	Bim-Bcl-B	Mcl1 Bid PPI	GSH bead fluor	RGS4-Gao reg	Bim-Mcl-1	RGS7-Gao reg
Cc1ccc(NC(=O)NC2(C(=O)NCc3ccco3)CCCCC2)cc1	0	0	0	0	104	0	-32	8	106	0	104
COc1cc(/C=C/C(=O)Nc2ccc3nc4n(c(=O)c3c2)CCCC4)cc(OC)c1OC	2	8	23	-4	105	8	-29	13	110	6	103
Cn1c(=O)c(C(=O)CSc2nnc(Nc3ccccc3)s2)c(N)n(Cc2ccccc2)c1=O	-5	-6	-4	-10	109	-3	17	12	106	-4	101
O=C(c1ccc(Cl)c(Cl)c1)N1CCCC1	-6	0	-2	-13	105	-5	-18	15	103	0	108
O=C(NCc1ccccc1)N(Cc1cc2cc3c(cc2[nH]c1=O)OCO3)CC1CCCO1 (configuration not stated)	0	0	0	0	139	-1	20	12	111	-4	108
CCOC(=O)CSc1nnc(CSc2nc3sc4c(c3c(=O)[nH]2)CCCC4)n1-c1ccccc1	3	-2	-2	1	96	1	9	24	92	-3	94
O=C(OCC(=O)N1CCc2ccccc21)c1ccc[n+]([O-])c1	0	11	1	0	99	1	-19	9	97	20	98
O=C(c1cccs1)N1N=C(c2ccccc2)CC1c1ccccc1O (configuration not stated)	-1	0	-3	-2	99	0	-24	9	101	3	99
CC(C)(C)C(=O)Cn1nc(Cl)nc1Cl	-1	-1	0	-3	102	-1	-9	11	102	0	100
COC(=O)C1=C(C)N(CCc2ccc(OC)cc2)C(=O)C1	0	3	-1	-1	101	0	-15	13	94	-1	99
CC(C)CCSc1nc2c(c(=O)[nH]c(=O)n2C)n1CCCc1ccccc1	-6	2	-1	-9	108	-3	-1	18	106	1	106
COc1ccc(C(CNC(=O)CN2C(=O)NC3(CC(C)CC(C)(C)C3)C2=O)N2CCOCC2)cc1 (configuration not stated)	-6	2	-6	-11	103	-4	-14	26	104	-5	104
Cc1nn(CC(=O)O)c(C)c1Cl	-1	2	0	-8	101	-5	-18	27	100	6	101
Nc1cccc(-n2cccc2)c1	-2	-4	-2	-7	100	-5	-30	8	86	-2	84
Cc1nn(-c2ccccc2)c(/N=C/c2ccccc2O)c1-c1ccccc1	-1	-3	-6	0	101	-4	-18	6	104	-3	104
CCOC(=O)C1CSC(CC(=O)Nc2ccc(Cl)cc2)C(=O)N1 (configuration not stated)	-1	0	-4	0	98	0	-14	14	96	-1	98
CC1=CC(C)(C)[N+](C)=CN1c1ccccc1	3	1	-3	1	98	-2	-73	9	96	-3	94
CCc1ccc(NC(=S)N(CCN2CCOCC2)Cc2ccccc2F)cc1	-3	-2	-4	-7	101	-5	-37	15	101	-2	99
O=C(O)c1ccc2nc(C(F)(F)F)[nH]c2c1	-10	0	-24	-9	103	-4	-4	38	101	-5	102
Cc1cccc(CSc2nc3[nH]ncc3c(=O)[nH]2)c1	-1	-2	-6	-5	100	-6	-16	32	101	-2	97
CCc1cccc(CC)c1NC(=S)NCCc1c(C)[nH]c2ccc(C)cc12	-2	-5	-4	-5	97	-6	-19	18	81	-6	94
CCOc1ccc2c(c1)-c1c(ssc1=S)C(C)(C)N2C(=O)CSC1=NCCS1	-1	-2	-6	0	99	-6	-48	4	98	0	97
CCCn1c(CN2CCCCC2C)nc2c1c(=O)n(C)c(=O)n2C (configuration not stated)	-9	-4	-4	-10	100	-7	-18	17	100	-2	98
Cc1nc2ccccn2c1C(=O)NCc1ccc2c(c1)OCO2	-9	-1	-4	-11	96	-8	-6	55	92	-4	88
O=C(Cc1ccc2c(c1)OCCO2)N1CCN(c2ccccc2)CC1	-1	-5	-4	-4	100	-4	-34	7	100	-1	98
COC(=O)c1ccccc1NC(=O)c1cccc(COc2ccccc2Cl)c1	-5	2	0	1	100	0	-22	19	101	0	102
O=C1c2ccccc2NC(c2cccc(F)c2)N1Cc1ccco1 (configuration not stated)	-4	1	-2	-7	51*	-3	-15	19	43*	1	31*
COc1cc(C)c(NC(=S)Nc2ccc(Cl)c(Cl)c2)cc1OC	-6	-2	-4	0	101	-6	-45	11	98	-3	97
C=CCNC(=O)NC(=O)COC(=O)CC(NC(N)=O)c1ccc(Cl)cc1 (configuration not stated)	-5	-4	-4	-5	103	-8	3	10	104	-6	102
Cc1cc(S(=O)(=O)NCC(C)C)ccc1OCC(=O)NCc1ccccn1	-4	7	1	-4	113	-4	-32	38	111	0	111
CSc1nc(C)c(CCOC(=O)c2ccccc2)c(=O)[nH]1	-6	2	-8	-8	101	-5	-37	34	100	-2	102
O=C1/C(=C/c2ccccn2)SC(=S)N1NS(=O)(=O)c1ccccc1	-3	1	-2	-7	95	-4	-46	13	93	1	92
Cc1ccnc(NC(c2cccnc2)c2ccc3cccnc3c2O)c1 (configuration not stated)	-2	2	-2	1	93	-5	-14	19	88	0	93
Cc1cc(NC(=O)CSc2n[nH]c(=O)[nH]c2=O)ccc1Br	0	-1	-1	-5	103	0	-33	18	99	0	?
COc1ccc(N)cc1-n1c(C)ccc1C	4	0	0	-4	90	11	-85	7	89	2	73
O=C(CC(=O)N1CCN(c2ccccn2)CC1)Nc1ccc2nc3n(c(=O)c2c1)CCCCC3	-9	-3	-6	-9	104	-5	-3	19	101	-2	100
O=C(CN1CCC(NC(=O)c2ccco2)CC1)Nc1ccccc1[N+](=O)[O-]	-2	0	-1	-5	103	-4	7	9	101	-2	102
Cc1ccc(OCCn2c(=O)sc3ccccc32)cc1	-3	-2	-4	-4	100	-8	2	21	101	-4	102
Nc1nc(N)c2nc(-c3ccccc3)c(N)nc2n1	0	0	-5	-1	101	0	0	20	100	-3	102
Cc1ccccc1-n1nnnc1-c1ccccc1	0	-4	-5	0	99	-3	-12	38	99	-1	98
O=C(c1cccc(COc2ccc(Cl)cc2Cl)c1)N1CCN(c2ccccn2)CC1	-11	-2	-5	-13	100	-7	27	30	96	-2	98
CCOc1ccc2nc(SCC(=O)Nc3ccc4c(c3)OCO4)sc2c1	4	6	10	2	92	11	-1	14	102	9	100
O=C(OC(C(=O)Nc1ccc(Cl)c(C(F)(F)F)c1)c1ccccc1)C1=COCCO1 (configuration not stated)	-3	-3	-4	-1	103	-8	4	9	104	-5	102
O=c1cc(O)n(-c2ccccc2F)c(=S)[nH]1	-5	-4	-4	-1	102	-2	-22	18	105	-4	102
Cc1cc(CNC(=O)CC2C(=O)NCCN2CC(c2ccccc2)c2ccccc2)on1 (configuration not stated)	1	1	2	-1	102	0	-7	10	99	3	101
Cc1ccc(NCc2ccc(O)c3ncccc23)cc1	-2	-3	-5	-2	99	-5	-79	13	101	-4	97
Oc1ccccc1-c1nc2cnccn2c1Nc1ccc2c(c1)OCCO2	-8	-2	-8	-17	102	-9	-15	34	100	-3	100
Cc1cc(C)nc(NS(=O)(=O)c2ccc(NC(=O)c3cccs3)cc2)n1	2	1	0	2	100	2	0	17	95	2	96
CC(=O)C1=C(O)C(=O)N(CC(=O)O)C1c1ccccc1Cl (configuration not stated)	0	0	2	2	94	2	47	26	98	2	94
CCCCN(C)Cc1c(C(=O)N2CCc3ccccc3C2)nc2ccc(Cl)cn12	-7	-3	-3	-8	100	-4	-10	9	99	-5	98
CC(C)(C)C(=O)CC1(O)C(=O)N(Cc2ccc(Cl)cc2)c2ccccc21 (configuration not stated)	-2	1	-1	-16	103	-5	-26	22	102	2	100
Cc1n[nH]c(=O)n1-c1ccc(C(C)C)cc1	-2	0	0	-5	103	-2	-20	27	100	2	99
CN(c1ncc(C(F)(F)F)cc1Cl)N1C(=O)c2cccc([N+](=O)[O-])c2C1=O	-2	-1	4	-2	103	3	-3	14	102	1	96
COc1ccc(Cl)cc1N1CCN(CCNC(=O)Nc2ccccc2C)CC1	-2	-1	-3	-4	99	-1	-11	47	94	-1	96
CCOC(=O)Cn1c(-c2nonc2NC(=O)c2ccccc2F)nc2ccccc21	-10	-1	-1	-14	95	-10	-14	38	86	0	94
COCCCNCCCCOc1c(Cl)cc(C)cc1Br	-5	-3	-2	-4	99	-2	29	21	102	-3	100
COc1ccc(C(C)=O)cc1CN1C(=O)NC2(CCCCCCC2)C1=O	-3	-1	0	-2	102	-2	-17	11	100	-1	101
Cc1c(NC(=O)C2(c3ccc(Cl)cc3)CCCC2)c(=O)n(-c2ccccc2)n1C	0	-6	-5	0	99	-2	-6	10	103	-17	103
CN(C)/C=C(\C=O)c1c(Cl)cccc1Cl	1	-1	0	-1	99	-2	-8	20	95	-1	99
COc1ccc(NC(=S)Nc2ccc(Oc3ccccc3)cc2)cc1	-2	-6	-3	4	106	-3	-43	29	107	-3	104
New compounds follow:
SMILES	Bim-Bcl-2	Bcl-W Bim block	Bcl-XL Bim block	Bim-Bfl-1	RGS8-Gao reg	Bim-Bcl-B	Mcl1 Bid PPI	GSH bead fluor	RGS4-Gao reg	Bim-Mcl-1	RGS7-Gao reg
Cc1nc2c3cc(F)ccc3n(Cc3ccccc3F)c2s1	-6	-3	-4	-10	98	-10	-4	9	95	-2	99
CC1(C)Cc2c(c(-c3ccccc3)nc(N3CCOCC3)c2C(N)=O)CO1	-9	-4	-8	-7	99	-7	-16	39	98	-6	104
CCCCN(C)CCNC(=O)C(NC(=O)C1CCC(C)CC1)C(C)C (configuration not stated)	0	-2	-2	-5	102	-3	-15	13	103	-1	100
O=C(NNc1cccc(Cl)n1)C1CC1	-2	0	0	-4	101	0	-19	12	103	0	101
CCOC(=O)C1=C(C)NC(SCc2cc(=O)[nH][nH]2)=C(C#N)C1c1cccs1 (configuration not stated)	2	-1	-3	-1	101	-3	-64	17	101	-2	99
O=c1[nH]cc(COCc2ccccc2)c(=O)[nH]1	-13	0	-14	-16	99	-8	-3	33	100	-1	101
O=C(Oc1ccccc1N1C(=O)C2CCCCC2C1=O)c1ccccc1 (configuration not stated)	0	1	1	3	107	4	8	14	114	1	115
CSc1ccccc1NC(=O)c1cc(C(C)C)on1	0	-6	-9	13	98	-23	-2	15	101	-2	102
CCCCn1c(/N=C/c2ccc3c(c2)OCO3)nc2ccccc21	-8	1	0	-4	nt	-10	-10	41	nt	-3	nt
Cc1ccc2c(n1)CC(C)(C)C/C2=N\O	-1	-2	-4	-1	102	0	-1	10	98	-2	99

Compound activity (PubChem BioAssay)
